PvdQ inh – P. aeruginosa PvdQ acylase inhibition | purified PvdQ acylase, fluorescence plate reader | inhibition, % at 10 µM | hit rate 0.063% among 340,000 | AID 488965; in the data active means inhibition above about 30%, passing the limit was not always enough;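 further: 0% = vehicle neutral wells and 100% = reference inhibitor wells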
dFosB act – activators of mouse delta FosB homodimer | P13346 | purified delta FosB, TAMRA-CDK5 oligo fluorescence polarization; percent of positive-control signal above neutral wells | activation, % at 25 µM | hit rate 0.99% among 340,000 | AID 493131;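 active means mean activation above about 17%, with every replicate also reaching it, limit read from the data, passing the limit was not always enough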;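 further: fluorescence polarization rise as delta FosB binds a TAMRA Cdk5 AP-1 oligo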
Rtt109 Vps75 – inhibitors of Candida albicans Rtt109/Vps75 histone acetyltransferase. Q5AAJ8. purified Rtt109/Vps75, ThioGlo CoA-SH fluorescence, 4 h. inhibition, % at 34.9 µM. hit rate 0.16% among 330,000. AID 540336;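 active means inhibition of at least 50% in every replicate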
SUMO Mot1 rescue – blocks SUMOylation pathway, rescuing yeast Mot1-301 growth; S. cerevisiae Mot1-301 growth rescue, ATP luminescence, 38.5C; percent above DMSO median, 100 means doubled; growth rescue, % at 18.8 µM; hit rate 1% among 320,000; AID 2716;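 active means every valid replicate shows activation above 250% relative to neutral control wells; inactive means the rest, any valid replicate at or below 250%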;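 further: OY570 slx delta 5 strain wells were the positive control but not used for scaling; some compounds called inactive have numbers as strong as hits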
RTF Ca sens inh – cardiac RTF calcium desensitization; inhibition, % at 7.15 µM; P19429+P45379; hit rate 0.12% among 340,000; IANBD-labeled cardiac RTF, Ca2+ fluorescence;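 active means inhibition above the mean inhibition of all tested compounds plus 3 SD, cut at about 17% in these data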;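 further: assay run at fixed EC70 calcium of 1.6 mM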
Keap1-Nrf2 PPI – disrupts human Keap1 binding to Nrf2 peptide | Q14145 | Keap1 Kelch-Nrf2 peptide fluorescence polarization, 1536-well | inhibition, % at 9.4 µM | hit rate 0.15% among 340,000; in the data active means inhibition above about 12%;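 further: human Keap1 Kelch domain with fluorescein labeled Nrf2 9mer peptide probe; 0% = neutral control wells and 100% = peptide positive control; higher means more block of Keap1 binding to Nrf2 peptide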
NSD2 HMT inh – NSD2 (human) methyltransferase inhibition. O96028. NSD2 peptide methylation, AlphaScreen, 120 min. inhibition, % at 12.5 µM. hit rate 0.54% among 310,000; in the data active means inhibition above about 50%
Target sequence (O96028 whole entry, looked up): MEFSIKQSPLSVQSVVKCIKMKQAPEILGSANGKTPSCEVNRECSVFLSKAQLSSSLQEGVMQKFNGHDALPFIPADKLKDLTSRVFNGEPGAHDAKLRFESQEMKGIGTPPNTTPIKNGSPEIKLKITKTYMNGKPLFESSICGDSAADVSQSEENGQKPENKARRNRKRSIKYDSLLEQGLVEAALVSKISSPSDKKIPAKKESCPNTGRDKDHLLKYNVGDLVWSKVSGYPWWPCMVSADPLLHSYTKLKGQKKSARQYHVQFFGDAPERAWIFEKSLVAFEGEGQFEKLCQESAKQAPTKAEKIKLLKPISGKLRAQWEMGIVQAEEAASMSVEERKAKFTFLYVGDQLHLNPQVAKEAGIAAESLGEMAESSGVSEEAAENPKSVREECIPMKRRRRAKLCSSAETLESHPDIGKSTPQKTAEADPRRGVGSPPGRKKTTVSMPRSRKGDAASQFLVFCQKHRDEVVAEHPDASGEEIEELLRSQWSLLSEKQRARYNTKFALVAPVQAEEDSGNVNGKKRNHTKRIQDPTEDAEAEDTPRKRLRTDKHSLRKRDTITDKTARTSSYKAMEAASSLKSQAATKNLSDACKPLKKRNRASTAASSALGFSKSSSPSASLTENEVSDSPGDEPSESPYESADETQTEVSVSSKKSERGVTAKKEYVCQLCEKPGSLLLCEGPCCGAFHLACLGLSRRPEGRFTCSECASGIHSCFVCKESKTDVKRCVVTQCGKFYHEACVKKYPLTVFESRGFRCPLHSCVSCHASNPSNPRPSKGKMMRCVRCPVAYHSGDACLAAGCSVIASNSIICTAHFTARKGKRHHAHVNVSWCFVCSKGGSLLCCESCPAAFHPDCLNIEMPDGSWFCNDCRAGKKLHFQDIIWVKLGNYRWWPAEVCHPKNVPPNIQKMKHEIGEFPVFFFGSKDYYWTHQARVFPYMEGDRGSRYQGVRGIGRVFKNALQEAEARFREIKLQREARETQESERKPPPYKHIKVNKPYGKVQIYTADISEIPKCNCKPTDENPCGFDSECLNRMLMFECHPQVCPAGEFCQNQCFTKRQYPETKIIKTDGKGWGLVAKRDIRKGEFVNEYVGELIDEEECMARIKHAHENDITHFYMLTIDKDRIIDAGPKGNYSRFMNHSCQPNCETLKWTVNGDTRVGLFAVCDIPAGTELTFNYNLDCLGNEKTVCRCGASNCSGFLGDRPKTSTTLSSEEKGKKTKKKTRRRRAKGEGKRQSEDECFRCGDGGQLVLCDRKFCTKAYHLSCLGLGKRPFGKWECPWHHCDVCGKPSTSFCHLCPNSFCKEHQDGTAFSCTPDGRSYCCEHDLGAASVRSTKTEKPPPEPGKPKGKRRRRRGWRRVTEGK
PfHsp90 yeast 2 – reduces growth (ATP signal) of yeast expressing P. falciparum Hsp90 | S. cerevisiae expressing PfHsp90, BacTiter-Glo ATP, 48 h; yeast lacking PDR1 and PDR3 efflux regulators | inhibition, % at 9.4 µM | hit rate 0.32% among 310,000 | AID 504621;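 active means every replicate shows inhibition above about 80%, whatever the replicate mean, limit read from the data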;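 further: 0% = DMSO neutral controls and 100% = 20 µM radicicol positive controls; yeast relying on Plasmodium falciparum Hsp90 in place of its own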
CDK5 p35 inh – inhibitors of human CDK5/p35 kinase. AID 488839. inhibition, % at 10 µM. hit rate 0.01% among 330,000. Recombinant CDK5/p35, ADP-Glo luminescence, 60 min. Q00535+Q15078;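 active means highest replicate inhibition of at least 50% and at least 75% of replicates reaching 50%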;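 further: plate controls were DMSO neutral control for no effect and GW8510 at 10 µM for full effect; many of its hits are not listed in these tables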
cardiac RTF act – increases calcium sensitivity of human cardiac regulated thin filaments; P19429+P45379; IANBD-labeled TnC RTF fluorescence at EC20 calcium; 0% EC20 calcium, 100% full calcium; activation, % at 7.2 µM; hit rate 0.24% among 340,000; AID 493008;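 active means activation above the mean over all tested compounds plus 3 SD, cut at about 30% in these data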;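 further: rise in fluorescence read as greater calcium sensitivity of cardiac thin filaments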
LANA DNA inh – inhibitors of KSHV LANA C-terminal domain DNA binding; AID 504423; inhibition, % at 9 µM; MBP-C-LANA/FAM-LBS DNA binding, fluorescence polarization; hit rate 0.078% among 340,000;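 active means highest replicate inhibition at or above 60% at 9 µM, even if other replicates fall short; inactive means all replicates below 60% inhibition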;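 further: 0% = neutral control wells and 100% = 4 µM acridine orange control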
Starred values were filed as active, the others as inactive; / = not tested or not shown. Compounds as they come. Share with any hit: about 3.2%.

SMILES	PvdQ inh	dFosB act	Rtt109 Vps75	SUMO Mot1 rescue	RTF Ca sens inh	Keap1-Nrf2 PPI	NSD2 HMT inh	PfHsp90 yeast 2	CDK5 p35 inh	cardiac RTF act	LANA DNA inh
Cc1ccc(OCC(=O)NCCC2=CCCCC2)cc1	-4	-1	0	-10	-10	3	17	14	0.2	-1	2.9
COc1cccc(N(CC(=O)NC(C)(C)C)C(=O)C2CSC(=O)C2)c1 (centres undefined)	-17	-5	0	-6	-3	-4	-1	13	-0.8	1	-0.1
Cc1cccc(Nc2ncnc3c2cnn3C)c1	3	2	/	265	5	1	-3	6	1.4	-8	-1.4
CC(C)N1CC2=C(C1=O)C(c1ccc(O)cc1)NC(=O)N2C (centres undefined)	-14	-1	2	12	-6	-2	3	-49	-5.3	13	0.7
Cc1ccc(S(=O)(=O)c2c(C)cc(C)nc2N2CCCC2)cc1	0	-8	3	3	1	2	-2	-3	1.4	-3	0.9
CC1(C)CC(=O)/C(=C(/O)Cc2ccccc2)C(=NCCc2ccccc2)C1	13	-8	-1	2	-3	0	-3	1	-0.5	1	0.3
Cc1cc(C(F)(F)F)cc(NNC(=O)NC(=O)c2c(F)cccc2Cl)n1	-4	-2	-3	-14	0	2	/	10	-0.3	4	-3.0
CCCC(c1nnnn1Cc1ccc2c(c1)OCO2)N1CCC(C(N)=O)CC1 (centres undefined)	-28	-3	9	6	-5	-7	-3	-34	1.1	5	-0.6
CCCCn1c(N)c(N(CC)C(=O)c2ccco2)c(=O)[nH]c1=O	-14	2	-13	8	-7	1	-1	-65	0.6	-3	1.0
CC1=C(C(=O)OCc2ccccc2)C(c2ccco2)C2=C(CC(C)(C)CC2=O)N1 (centres undefined)	-2	-4	-5	-3	0	-2	-1	21	-0.4	-4	-0.3
COc1ccc(C)cc1NC(=O)CN1CCN(c2ccc(F)cc2)CC1	-13	3	12	-10	-17	0	0	-14	2.2	-1	-0.2
COc1c(Br)cc(Br)cc1/C=N/NC(=O)c1cccnc1	-7	-20	-4	-3	1	-7	-1	11	-2.0	-6	-0.3
COC(=O)Cc1[nH]nc2c1C(c1cccc(OC)c1OC)C(C#N)=C(N)O2 (centres undefined)	3	4	13	12	-4	1	-3	-13	1.3	1	-0.3
CCN(CCNC(=O)c1cccc(N2CCCC2=O)c1)c1ccccc1	-3	-4	1	-12	-4	1	3	0	0.2	3	-0.1
COc1ccccc1C(=O)NC(=S)Nc1ccc(N2CCCC2)cc1	-1	-4	-2	-6	-1	0	-1	1	-1.0	1	0.6
Cc1ccccc1NC(=O)C1c2cccc[n+]2CC(=O)N1c1c(C)cccc1C (centres undefined)	-6	-6	6	-22	4	-2	-8	16	0.8	-1	1.8
COC(=O)CSc1nc(NC(C)(C)C)nc(N(C)C)n1	5	-2	-1	191	-12	2	6	21	1.7	1	2.2
COc1ccc(OCC(=O)N2CCC(Cc3ccccc3)CC2)cc1	-6	-7	6	-1	-12	-1	3	-12	0.9	8	2.0
CCCCn1c2c(c(=O)n(C)c1=O)C(CC(=O)OCC(=O)Nc1cccc(C(F)(F)F)c1)C(=O)N2 (centres undefined)	5	1	11	5	7	0	3	0	-0.6	-3	-0.8
COc1ccc(/C=N/NC(=O)c2cccnc2)cc1CN1CCc2cc(OC)c(OC)cc2C1C (centres undefined)	-13	-5	11	-5	-8	-1	4	/	2.1	2	-3.0
CC1(C)COC2(OC1)C(=O)Nc1ccccc12	-3	-4	-8	-16	-13	3	/	2	0.5	-8	0.2
COc1ccc(N(CC(=O)N2CCN(C)CC2)S(=O)(=O)c2ccccc2)cc1OC	-1	-11	7	-5	-2	-6	0	/	-9.0	3	0.6
O=C(CNS(=O)(=O)c1cccc(Br)c1)NCC1CCCCC1	-9	-8	-11	-28	0	1	-3	-24	0.1	-6	-1.5
C=CCNC(=S)N1CCN(CCN=Cc2c(C)[nH]n(-c3ccc([N+](=O)[O-])cc3)c2=O)CC1	-4	-20	-2	-26	-2	5	1	-11	0.0	1	1.0
Cc1cccc(N(C(=O)c2ccc(CN3CCOCC3)o2)C(C(=O)NC2CCCCC2)c2ccc(F)cc2)c1 (centres undefined)	-14	-4	1	647*	-12	1	-2	11	-4.8	7	-1.2
COc1cccc(CNC(=O)C2CCN(S(=O)(=O)c3ccc(C)cc3)CC2)c1	-19	-6	4	11	-21	-1	-3	-97	0.6	-2	0.7
CC(C)(C)c1ccc(S(=O)(=O)NCc2ccccn2)cc1	-18	5	-3	-19	-6	-4	1	-15	-0.6	1	0.0
COc1ccc(C)cc1NC(=O)C(Sc1nnc(-c2cccs2)o1)c1ccccc1 (centres undefined)	-22	-4	-23	7	-4	-3	-1	12	-4.3	-1	2.0
CC(C=NNC(=O)C(=O)NN=CC(C)=Cc1ccccc1)=Cc1ccccc1	-5	2	3	/	-2	1	/	-2	1.4	-5	-0.3
Nc1ccc2nc(CCCO)[nH]c2c1	-11	-1	-6	9	-7	-6	/	14	-0.1	-1	-3.5
CCOC(=O)C(C)n1cnc2c(nnn2-c2cccc(Cl)c2)c1=O (centres undefined)	-2	1	2	0	-5	-9	/	11	-1.3	8	-0.5
Nc1nonc1-c1nc2ccccc2n1CC(=O)N/N=C/c1ccc(-c2cccc(C(=O)O)c2)o1	-8	-6	5	/	-5	-7	-9	17	1.1	3	0.0
Cc1cc(-c2nnc(CCC(=O)N(CC3CC3)CC3CCCO3)o2)no1 (centres undefined)	0	5	-5	-14	3	0	0	6	1.3	-2	1.4
COc1ccc2cc(-c3ccon3)ccc2c1	-4	-4	-2	109	-8	-1	3	-28	0.2	2	1.0
O=C(Nc1cccc2c1CCCC2)C1CCN(c2nnnn2-c2ccccc2)CC1	-6	-1	3	2	-1	2	0	17	0.1	-1	-1.4
CN(c1c[nH]c(=O)[nH]c1=O)C1CCCCC1	-8	7	-6	-12	/	-2	7	-75	-0.4	/	-0.7
Cc1c(N=Nc2ccc(O)cc2)c(=O)n(-c2ccccc2)n1C	-8	-3	-4	-10	-6	2	-1	/	-0.1	2	-0.1
O=C(c1cccc(Cl)c1)N1CCC(N2CCC(C(=O)N3CCCC3)CC2)CC1	-18	4	-20	9	-6	-9	1	17	0.0	5	0.7
CC(C)Cn1c(N)c(C(=O)COC(=O)CCc2nc3ccccc3s2)c(=O)n(C)c1=O	-13	-33	-1	-4	-6	-2	-3	12	1.2	-3	-9.0
O=C(COC(=O)/C=C/c1ccc(C(F)(F)F)cc1)NC1CC1	10	2	6	-3	-9	2	-1	-29	0.5	-2	0.6
CNc1nc(-c2ccc3c(c2)CCN3C(=O)c2ccccc2F)cs1	-2	-5	-2	/	-13	-2	34	-2	1.0	-4	-0.4
COc1ccc(C(C)=O)cc1Cn1nc(C)c([N+](=O)[O-])c1C	4	-5	9	-1	-10	4	-2	-15	1.3	1	-2.2
CCOc1ccc(CNC(=O)c2ccc(NC(=O)C3=CSCCO3)cc2)cc1	-1	0	-4	-17	11	-5	-2	8	0.1	1	1.4
COc1ccccc1N(C)S(=O)(=O)c1ccc(C(=O)NC(C)(C)C)cc1	-5	-6	5	-1	9	0	-1	-6	0.3	1	0.1
CC(C)(C)NC(=O)C(c1ccncc1)N(C(=O)C1CSC(=O)C1)c1ccccc1 (centres undefined)	-8	-16	-16	4	-2	-1	-2	-8	-0.7	-4	0.7

Arranged by heavy-atom count (ascending): some entries from above.
SMILES	PvdQ inh	dFosB act	Rtt109 Vps75	SUMO Mot1 rescue	RTF Ca sens inh	Keap1-Nrf2 PPI	NSD2 HMT inh	PfHsp90 yeast 2	CDK5 p35 inh	cardiac RTF act	LANA DNA inh
COc1c(Br)cc(Br)cc1/C=N/NC(=O)c1cccnc1	-7	-20	-4	-3	1	-7	-1	11	-2.0	-6	-0.3
COc1ccc(C)cc1NC(=O)C(Sc1nnc(-c2cccs2)o1)c1ccccc1 (centres undefined)	-22	-4	-23	7	-4	-3	-1	12	-4.3	-1	2.0
Nc1nonc1-c1nc2ccccc2n1CC(=O)N/N=C/c1ccc(-c2cccc(C(=O)O)c2)o1	-8	-6	5	/	-5	-7	-9	17	1.1	3	0.0

The list goes on:
SMILES	PvdQ inh	dFosB act	Rtt109 Vps75	SUMO Mot1 rescue	RTF Ca sens inh	Keap1-Nrf2 PPI	NSD2 HMT inh	PfHsp90 yeast 2	CDK5 p35 inh	cardiac RTF act	LANA DNA inh
CCCCNS(=O)(=O)c1ccc(OC)c(Cl)c1Cl	10	-8	-1	37	0	-5	-3	28	1.3	3	-3.5
CC(C)(C)NC(=O)c1oc2ccccc2c1COc1ccccc1	-9	-4	-16	3	10	4	-3	6	-1.9	5	0.0
Cc1cc(C)c(C#N)c(Sc2nnnn2-c2ccccc2)n1	-19	-8	6	5	-17	-1	/	14	0.3	16	0.1
COc1ccc(NCC(=O)N/N=C/C2CCCCC2)cc1	19	-2	14	-1	-8	-7	/	-22	2.8	-1	-0.5
CSc1nc(NCc2ccco2)c2ccccc2n1	-7	-13	4	/	-2	0	-1	-8	1.0	-5	-0.3
Cc1cc(O)ccc1NC(=O)c1ccccc1	-14	1	-12	-11	0	-4	0	-1	0.3	6	-1.0
CCN(CC)S(=O)(=O)c1cc(OC)c(C)cc1C	-15	1	3	2	-1	-2	/	26	0.3	-1	0.1
COc1cc(C(=O)NCCc2ccc(S(N)(=O)=O)cc2)cc(OC)c1OC	-2	-5	9	-5	-8	4	-2	-6	1.0	-5	1.9
O=C(c1cccc(S(=O)(=O)N2CCOCC2)c1)N1CCN(c2ccc(F)cc2)CC1	-19	-12	1	-4	-10	-4	0	-6	0.8	-3	-0.6
CC(C)OCCCNC(=O)c1cn(C)c2ccc(S(=O)(=O)N3CCCC3)cc2c1=O	-11	-11	2	-6	-4	-2	2	3	-3.0	-1	-1.8
N#Cc1c(N2C(=O)Nc3ccccc3N2O)sc2c1CCCC2	-15	1	0	4	-15	-3	0	-1	-1.1	0	-0.3
COc1ccccc1-c1cccc([C@@H]2C[C@H]3[C@H](CON3C)CN2C)c1	19	0	9	/	4	-3	/	-12	1.8	-8	0.3
CC1(c2ccccc2)NC(=O)N(CC(=O)NC(=O)NC2CCCC2)C1=O (centres undefined)	-6	-11	4	23	-15	-2	-2	-33	-1.6	-1	-1.6
O=C(COc1ccc(Cl)cc1)Nc1ccc2oc(=O)ccc2c1	-5	1	-4	1	2	-3	-6	11	-1.0	-4	-0.3
CC(=O)Nc1nc(C)c(-c2nc3ccc([N+](=O)[O-])cc3[nH]2)s1	-12	2	1	129	-10	-3	2	-20	1.2	0	2.9
CC(C)C(=O)Nc1cccc(NC(=S)NC(=O)c2cccs2)c1	-17	-2	-2	-9	-4	-8	-6	8	0.1	-1	-0.2
CCC(Cc1ccccc1)NC(=O)CN1C(=O)CSc2ncccc21 (centres undefined)	5	-8	5	-22	-4	-2	/	23	0.2	1	0.3
COc1ccc(-c2cc3nc(C)c(CCC(=O)N4CCN(c5ccccn5)CC4)c(C)n3n2)c(OC)c1	-4	-13	-18	-12	14	4	/	-15	0.2	-7	0.7
CCC(Sc1nc2ccncc2[nH]1)C(=O)Nc1ccc(C)c(Cl)c1 (centres undefined)	-21	-6	-1	9	-5	-2	/	-6	-2.5	3	0.7

Assay outcomes from PubChem BioAssay.
